OPRM1-OPRD1 ag: agonists of human mu-delta opioid receptor heterodimerization; 340,000 compounds, 0.3% hits; cells, OPRM1-OPRD1 heterodimerization, luminescence; activation, % at 9.3 µM; AID 504326; in the data active means activation above about 18%;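 further: 0% = vehicle-treated cells and 100% = reference agonist; values of inactives mirror those of a sister screen read the other way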
CAL PDZ FP: CAL PDZ (human) peptide binding inhibition; purified CAL PDZ, TMR-peptide fluorescence polarization, 1 h; 300,000 compounds, 0.92% hits; inhibition, % at 24.9 µM; AID 602252; Q9HD26;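 active means mean inhibition of at least 30% with at least half of replicates also reaching 30%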;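 further: 0% = DMSO neutral control and 100% = excess unlabeled competitor peptide PRC23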
HTR5A ag: HTR5A agonism, opioid heterodimer counter-screen. P47898. HTR5A agonist assay, luminescence, cell-based. activation, % at 9.3 µM. 340,000 compounds, 0.61% hits; in the data active means activation mostly above about 9.5%, no sharp cut-off; inactive means mostly below about 7.6%;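 further: 0% = cells with vehicle only and 100% = reference agonist; strong numbers were not always called active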
Target sequence (P47898 whole entry, looked up): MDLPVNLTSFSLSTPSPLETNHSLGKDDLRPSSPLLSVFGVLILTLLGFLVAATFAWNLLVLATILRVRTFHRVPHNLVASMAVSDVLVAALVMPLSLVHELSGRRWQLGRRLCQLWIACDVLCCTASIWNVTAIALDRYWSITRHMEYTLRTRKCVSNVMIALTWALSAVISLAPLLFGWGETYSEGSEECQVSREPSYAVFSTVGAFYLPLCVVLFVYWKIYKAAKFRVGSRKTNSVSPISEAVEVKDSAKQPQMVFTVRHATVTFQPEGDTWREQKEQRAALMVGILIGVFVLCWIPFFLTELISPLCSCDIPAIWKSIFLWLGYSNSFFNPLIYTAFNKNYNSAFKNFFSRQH
Keap1 Nrf2 FP: disrupts human Keap1 binding to Nrf2 peptide | Keap1 Kelch-Nrf2 peptide fluorescence polarization, 1536-well | inhibition, % at 9.4 µM | 340,000 compounds, 0.15% hits | AID 504523; in the data active means inhibition above about 12%;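 further: human Keap1 Kelch domain with fluorescein labeled Nrf2 9mer peptide probe; 0% = neutral control wells and 100% = peptide positive control; higher means more block of Keap1 binding to Nrf2 peptide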
Target sequence (Q14145 whole entry, looked up, the tested form may be a part): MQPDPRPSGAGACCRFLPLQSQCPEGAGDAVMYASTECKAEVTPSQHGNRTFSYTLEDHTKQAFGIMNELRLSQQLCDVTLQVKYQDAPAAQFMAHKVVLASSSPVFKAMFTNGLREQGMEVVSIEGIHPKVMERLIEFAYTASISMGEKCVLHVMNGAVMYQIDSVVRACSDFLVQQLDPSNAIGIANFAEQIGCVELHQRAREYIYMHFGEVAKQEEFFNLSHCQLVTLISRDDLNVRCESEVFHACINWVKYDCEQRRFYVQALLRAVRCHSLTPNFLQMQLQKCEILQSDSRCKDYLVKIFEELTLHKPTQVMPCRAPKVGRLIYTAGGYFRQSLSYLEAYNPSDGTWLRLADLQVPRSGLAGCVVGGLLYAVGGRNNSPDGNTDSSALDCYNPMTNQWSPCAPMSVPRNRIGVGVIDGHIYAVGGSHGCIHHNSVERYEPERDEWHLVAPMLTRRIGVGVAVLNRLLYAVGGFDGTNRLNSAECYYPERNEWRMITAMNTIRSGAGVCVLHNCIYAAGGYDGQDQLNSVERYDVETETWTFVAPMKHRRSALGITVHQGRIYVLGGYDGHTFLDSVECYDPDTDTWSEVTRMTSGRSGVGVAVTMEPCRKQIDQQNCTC
cardiac RTF act: cardiac RTF calcium sensitization; IANBD-labeled TnC RTF fluorescence at EC20 calcium; 0% EC20 calcium, 100% full calcium; activation, % at 7.2 µM; 340,000 compounds, 0.24% hits;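 active means activation above the mean over all tested compounds plus 3 SD, cut at about 30% in these data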;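 further: rise in fluorescence read as greater calcium sensitivity of cardiac thin filaments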
V-ATPase pHluor: regulators of yeast V-ATPase proton transport; S. cerevisiae, pHLuorin cytosolic pH fluorescence; response, % at 10 µM; 350,000 compounds, 0.37% hits; AID 504577; in the data active means response mostly above about 7.3%, no sharp cut-off; inactive means mostly below about 5.4%; further: actives read high; inactives centre near 0; some compounds called inactive have numbers as strong as hits; reference of the scale not given here
LANA DNA inh: inhibitors of KSHV LANA C-terminal domain DNA binding; MBP-C-LANA/FAM-LBS DNA binding, fluorescence polarization; inhibition, % at 9 µM; 340,000 compounds, 0.078% hits; AID 504423;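 active means highest replicate inhibition at or above 60% at 9 µM, even if other replicates fall short; inactive means all replicates below 60% inhibition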;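 further: 0% = neutral control wells and 100% = 4 µM acridine orange control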
HTR5A inv ctr: inverse agonist of human HTR5A in OPRM1-OPRD1 counter-screen | HTR5A cell line, luminescence, inverse agonism | inhibition, % at 9.3 µM | 340,000 compounds, 0.083% hits | AID 504634; in the data active means inhibition mostly above about 23%, no sharp cut-off; inactive means mostly below about 18%;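 further: 0% = cells with DMSO and 100% = no-cell wells with DMSO; some compounds called inactive have numbers as strong as hits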
Cardiac RTF inh: cardiac RTF calcium desensitization | P19429+P45379 | IANBD-labeled cardiac RTF, Ca2+ fluorescence | inhibition, % at 7.15 µM | 340,000 compounds, 0.12% hits | AID 493244;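 active means inhibition above the mean inhibition of all tested compounds plus 3 SD, cut at about 17% in these data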;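 further: assay run at fixed EC70 calcium of 1.6 mM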
OPRM1-OPRD1 inv: inverse agonists of human mu-delta opioid receptor heterodimerization | P35372+P41143 | cell-based MOR-DOR heterodimer luminescence, inverse agonism | inhibition, % at 9.3 µM | 340,000 compounds, 0.21% hits; in the data active means inhibition above about 22%, passing the limit was not always enough;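 further: 0% = cells with DMSO and 100% = wells without cells with DMSO; values of inactives mirror those of a sister screen read the other way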
* marks the source's active call; other numbers are inactive results; · = not tested or not shown.

smiles | OPRM1-OPRD1 ag | CAL PDZ FP | HTR5A ag | Keap1 Nrf2 FP | cardiac RTF act | V-ATPase pHluor | LANA DNA inh | HTR5A inv ctr | Cardiac RTF inh | OPRM1-OPRD1 inv
CC1(C)C(c2cccs2)=[N+]([O-])C2(CCCCC/C2=N\NC(N)=S)N1O (configuration not stated) | -3.1 | -0.6 | -8.1 | -1.3 | -6.9 | 5.6 | -2.1 | -2.3 | -1.2 | 17.6
COc1ccc(/C=C/C(=O)Nc2ccccc2Cl)cc1S(=O)(=O)N1CCOCC1 | -2.3 | -1.4 | 3.4 | 2.1 | -3.6 | 1.4 | 0.9 | 21.7 | -0.6 | 11.8
Cc1cccc(NC(=O)COc2ccc3c(c2)CCC3)n1 | 4.1 | -5.5 | 2.8 | 0.3 | -2.2 | -1.7 | 0.9 | 0.3 | -3.6 | -22.4
COc1ccc(CCN2C(=O)c3[nH]nc(-c4ccccc4O)c3C2c2ccc(C)cc2)cc1OC (configuration not stated) | -0.9 | -3.1 | -1.9 | -3.5 | -1.2 | 1.9 | 0.4 | -0.1 | 5.1 | 4.8
COc1ccc(S(=O)(=O)N(C)c2ccc(C(=O)N3CCOCC3)cc2)cc1 | -3.7 | 0.5 | 1.2 | 1.6 | 0.3 | -0.5 | 0.2 | 16.8 | -0.5 | 15.4
CCOc1ccc2c(c1)[N+](C)(C)C(C)(C)C=C2C | · | 6.0 | · | -1.9 | · | 0.4 | -0.7 | · | · | ·
COc1cc(CCC(=O)OCC(=O)Nc2c(Cl)cccc2Cl)cc(OC)c1OC | -0.8 | · | -3.8 | -3.4 | -0.9 | 3.8 | -0.3 | 11.3 | -6.1 | 5.0
CC(NC(=O)c1ccc(N2CCCC2)c([N+](=O)[O-])c1)c1ccc(S(N)(=O)=O)cc1 (configuration not stated) | -2.8 | -2.7 | -0.1 | -0.8 | -0.9 | 0.1 | 0.7 | -1.5 | -4.7 | 14.9
CCn1c(SCC(=O)Nc2ccc3[nH]c(=O)[nH]c3c2)nnc1-c1ccccc1 | -2.8 | -2.0 | -3.3 | -4.5 | 0.4 | -0.7 | 0.4 | -8.9 | -8.8 | 14.2
COCCCn1c(=O)c2sccc2n2c(CCCC(=O)NCc3ccccc3)nnc12 | -2.6 | -3.3 | -2.9 | 2.1 | -3.6 | -2.2 | -1.2 | 11.0 | -8.5 | 13.6
O=C(NCCc1cccs1)C1CC(c2cccc(F)c2)=NO1 (configuration not stated) | -2.6 | -1.2 | -1.6 | 0.6 | -0.4 | 1.1 | 0.7 | 0.9 | -8.9 | 14.7
CCCOc1ccc(C(C)=O)cc1CSCCC#N | -1.8 | 0.2 | 0.0 | 0.3 | -3.8 | -1.9 | 2.4 | -12.1 | -3.1 | 8.1
Cc1cc(C)c2c(=O)[nH]c(SCc3ccc([N+](=O)[O-])cc3)nc2n1 | -0.8 | -2.5 | -1.0 | 0.4 | -1.1 | 0.7 | -1.3 | 3.1 | -10.0 | 4.0
CC(Oc1ccccc1)C(=O)N1CCN(c2ccc(N3CCOCC3)nn2)CC1 (configuration not stated) | -1.4 | 2.3 | -0.8 | 2.5 | 2.3 | 3.4 | -0.6 | 2.3 | 0.3 | 8.6
COc1ccc(C(=O)CN2C(=O)NC(C)(c3ccccc3)C2=O)cc1OC (configuration not stated) | -3.6 | 1.2 | 0.3 | -6.1 | 3.3 | -1.4 | -1.8 | -0.8 | -0.8 | 20.1
COc1ccc(-c2c(C)n([O-])c(C)c(C)[n+]2=O)cc1 | -1.4 | -5.9 | 5.3 | 3.5 | 0.2 | 0.0 | 0.7 | 1.1 | -9.3 | 6.4
O=C(C[C@@H]1C/C=C\C[C@H](Cc2ccc(F)cc2)C(=O)OC[C@H]2CCCN2C1=O)N[C@H](CO)Cc1ccccc1 | -2.8 | -3.2 | 1.0 | 0.4 | -4.8 | 1.2 | 1.2 | 4.6 | -2.7 | 16.1
CN(C(=O)Cc1csc(-c2ccccc2)n1)c1c(N)n(Cc2ccccc2)c(=O)[nH]c1=O | -0.4 | -1.0 | 9.9 | -1.5 | 9.7 | -0.3 | -0.6 | -27.2 | -7.0 | 2.7
NC1=C([N+](=O)[O-])C(c2ccc3c(c2)OCO3)C2=C(CCCC2=O)O1 (configuration not stated) | 0.8 | 0.9 | 1.6 | 0.8 | -0.6 | 0.1 | -0.3 | -5.8 | -6.7 | -3.6
O=[N+]([O-])c1ccc(Cl)c(S(=O)(=O)N2CCCCCC2)c1 | 4.4 | -1.5 | 2.2 | 0.1 | -6.9 | 1.0 | 0.4 | 1.6 | -3.1 | -27.3
COc1cc(CN2CCC(C(=O)NC3CCCC3)CC2)cc(Br)c1O | -2.0 | · | 2.5 | -0.6 | -0.7 | -3.0 | 0.0 | 15.0 | 0.6 | 9.1
Cc1nnc(NC(=O)CN2CCN(Cc3ccccc3Cl)CC2)s1 | -1.1 | · | 4.6 | 2.8 | 0.5 | 1.0 | 0.8 | -14.2 | -7.7 | 5.5
Cc1nc(N2CCN(c3ccccn3)CC2)c2c(C)c(C(=O)Nc3c(C)cc(Br)cc3C)sc2n1 | -2.2 | -3.2 | 6.5 | -2.3 | 2.8 | 2.6 | -0.4 | 10.8 | -2.2 | 11.4
Cc1cc(C(=O)CSc2nncs2)c(C)n1-c1c(C)n(C)n(-c2ccccc2)c1=O | -3.2 | 0.7 | -2.4 | -4.6 | 6.7 | 1.0 | -0.4 | -0.2 | -8.3 | 14.7
Cc1ccc(NC(=O)c2ccccc2[N+](=O)[O-])nc1 | 0.9 | 3.5 | 4.8 | -0.3 | 4.1 | 3.6 | -0.1 | -16.7 | -1.4 | -4.8

Reprinted at random: 2 entries already listed
smiles | OPRM1-OPRD1 ag | CAL PDZ FP | HTR5A ag | Keap1 Nrf2 FP | cardiac RTF act | V-ATPase pHluor | LANA DNA inh | HTR5A inv ctr | Cardiac RTF inh | OPRM1-OPRD1 inv
COc1ccc(/C=C/C(=O)Nc2ccccc2Cl)cc1S(=O)(=O)N1CCOCC1 | -2.3 | -1.4 | 3.4 | 2.1 | -3.6 | 1.4 | 0.9 | 21.7 | -0.6 | 11.8
COc1ccc(S(=O)(=O)N(C)c2ccc(C(=O)N3CCOCC3)cc2)cc1 | -3.7 | 0.5 | 1.2 | 1.6 | 0.3 | -0.5 | 0.2 | 16.8 | -0.5 | 15.4

Remaining list, next part:
smiles | OPRM1-OPRD1 ag | CAL PDZ FP | HTR5A ag | Keap1 Nrf2 FP | cardiac RTF act | V-ATPase pHluor | LANA DNA inh | HTR5A inv ctr | Cardiac RTF inh | OPRM1-OPRD1 inv
CC(C)(C)c1ccc(C(=O)N2CCNCC2)cc1 | -1.4 | -0.3 | -2.0 | 2.8 | -3.2 | -5.1 | -0.3 | 1.3 | -3.3 | 7.2
CN(C)c1nc(-c2cccs2)cc(C(F)(F)F)c1C#N | 0.4 | 1.1 | 4.2 | 1.7 | 0.7 | 1.0 | -2.4 | -32.5 | 1.1 | -2.2
CC(=O)Oc1c(S(=O)(=O)c2ccc(C)cc2)c(C)nn1-c1ccccc1 | 1.0 | -2.4 | 4.1 | -3.5 | 0.3 | -0.7 | -2.7 | -11.0 | -1.4 | -4.2
COc1ccc(C(CNC(=O)c2ccco2)N2CCCC2)cc1 (configuration not stated) | 1.0 | -0.9 | -6.6 | -2.7 | -4.4 | 0.3 | -2.8 | 16.6 | -20.3 | -4.0
CCOC(=O)NN1C(=O)c2ccccc2NC1(C)C | -2.1 | · | 0.7 | -4.0 | 1.7 | -2.1 | -0.2 | 7.8 | -2.0 | 10.8
COc1ccc(C(C(=O)NC(C)C)N(C(=O)CCC(=O)Nc2nccs2)c2ccccc2F)cc1 (configuration not stated) | -2.7 | -1.6 | -11.6 | 4.3 | 7.6 | -4.0 | -1.7 | -54.6 | 6.3 | 13.0
Cc1cc(C(=O)N/N=C/c2cc([N+](=O)[O-])cc(C)c2O)n[nH]1 | -2.8 | -20.3 | 1.1 | -6.4 | 2.0 | -2.6 | -0.9 | -3.0 | 1.9 | 14.5
COc1ccc(/C(C)=N/NC(=O)c2ccc3nc[nH]c3c2)cc1 | -3.2 | -3.5 | 0.1 | -0.5 | -2.0 | -1.1 | 0.6 | -0.4 | -3.6 | 16.2
Cc1cc(-c2ccccc2)nc(SCC(=O)c2cccc([N+](=O)[O-])c2)n1 | 1.3 | 0.3 | -0.9 | -3.2 | 11.5 | 6.5 | 2.5 | 14.9 | -2.9 | -7.8
C=CCN(C(=O)c1csnn1)C(C(=O)NCc1ccc(F)cc1)c1ccc(F)cc1 (configuration not stated) | -0.7 | -2.6 | 6.4 | -2.6 | -4.1 | 2.8 | 1.0 | -22.5 | -18.4 | 3.6
COC(CNC(=O)C(=O)NCC1OCCN1C(=O)c1ccc(Cl)cc1)OC (configuration not stated) | 0.3 | -1.2 | 0.5 | 2.0 | -1.1 | -4.6 | -2.4 | -25.9 | -6.8 | -1.6
COc1cc(/C=N/NC(=O)c2cccs2)ccc1OCc1ccccc1 | -0.7 | -2.3 | 2.6 | -2.6 | 6.0 | -3.9 | 3.2 | -1.1 | -5.4 | 3.3
CCOc1ccccc1NC(=O)COC(=O)CC(C)(C)CC1=NS(=O)(=O)c2ccccc2N1 | -1.6 | -1.1 | 4.7 | 1.0 | -4.7 | 6.1 | 1.4 | -19.1 | 3.6 | 8.2
CCOc1ncnc2c1[nH]c1ccccc12 | 0.8 | -6.3 | 2.5 | -4.3 | 2.8 | 1.3 | -1.0 | -18.2 | -1.2 | -4.2
COC(=O)c1ccc(C2C(C(=O)c3cc4ccccc4o3)=C(O)C(=O)N2c2cc(C)on2)cc1 (configuration not stated) | -2.0 | -8.7 | -2.2 | -14.0 | 4.6 | -0.2 | -0.9 | 8.2 | -32.5 | 10.0
COC(=O)C1=C(C)NC2=C(C(=O)CC(c3cccs3)C2)C1c1ccsc1 (configuration not stated) | -2.9 | -2.4 | -2.5 | 1.0 | 0.9 | 5.2 | 1.3 | -6.9 | -4.6 | 15.2
COC(=O)c1cc(OC)c(OC)cc1NC(=O)c1cc(C(C)(C)C)oc1C | -2.9 | -5.9 | -1.6 | 3.2 | -0.2 | 3.6 | -0.6 | -5.6 | -2.2 | 14.4
CC1CC(C)CN(C(=O)Cn2c(=O)c3cccn3c3cccnc32)C1 (configuration not stated) | -3.2 | 2.6 | 0.1 | 3.1 | -3.0 | 3.3 | 1.2 | 14.8 | -2.3 | 16.6
Cc1csc(NS(=O)(=O)c2cccc([N+](=O)[O-])c2)n1 | -0.4 | 5.3 | -4.4 | -1.2 | 28.0 | 4.7 | 0.8 | 11.3 | -9.9 | 1.9
O=c1oc2ccccc2cc1-c1ccccc1 | -1.8 | -0.5 | 1.5 | -2.5 | -3.6 | -1.0 | -1.9 | -3.8 | 1.9 | 11.6
CCN1C(=O)[C@H]2[C@@H](c3ccc(-c4ccc(F)cc4)cc3)N[C@@](Cc3ccccc3)(C(=O)OC)[C@H]2C1=O | 2.7 | -3.3 | -1.1 | -0.4 | 1.1 | 0.0 | -2.6 | -14.4 | 6.9 | -15.6
COc1ccc(/C=C(\NC(=O)c2ccc(OCC(C)C)cc2)C(=O)OCc2ccco2)cc1 | -2.8 | -2.4 | -0.7 | -3.5 | 8.5 | 2.0 | -0.1 | -4.2 | -1.8 | 13.3

No enrichment for hits; any-hit rate near 2.8%.
